Shiga toxin inh = inhibitors of Shiga toxin in Vero cells; Vero cells, Shiga toxin protein synthesis inhibition reporter; inhibition, % at 38.7 µM; 290,000 compounds, 9.2% hits; in the data active means inhibition mostly above about 28%, no sharp cut-off; inactive means mostly below about 43%; further: 0% is about no effect
Pf growth 48h = P. falciparum growth inhibition at 48 hours (one generation); AID 504832; 310,000 compounds, 5.9% hits; Potency, µM (doses to about 28.7 µM), without a hit: top-dose activity change, negative = inhibition, hits mostly inhibitors; P. falciparum luciferase growth in erythrocytes, 48 h; further: potency means the concentration at half of the fitted maximal effect; on the % scale 0 is the no-effect control and ±100 the full control effect
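Luminescence readout; reporter = integrated firefly luciferase in P. falciparum. RBC culture at 2% hematocrit, 0.1% parasitemia final, 37 C/5% CO2; decreased signal taken as growth inhibition.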
FBPA Giardia inh = Giardia lamblia aldolase inhibition; A8B2U2; purified Giardia FBPA; 290,000 compounds, 0.71% hits; Potency, µM (doses to about 59.6 µM), for the others: at the highest dose activity, negative = inhibition, most hits filed as inhibitors; AID 2451; further: potency means the concentration at half of the fitted maximal effect; on the % scale 0 is the no-effect control and ±100 the full control effect; nearly all actives have a fitted effect of over 55% in size
Target sequence (A8B2U2 whole entry, looked up): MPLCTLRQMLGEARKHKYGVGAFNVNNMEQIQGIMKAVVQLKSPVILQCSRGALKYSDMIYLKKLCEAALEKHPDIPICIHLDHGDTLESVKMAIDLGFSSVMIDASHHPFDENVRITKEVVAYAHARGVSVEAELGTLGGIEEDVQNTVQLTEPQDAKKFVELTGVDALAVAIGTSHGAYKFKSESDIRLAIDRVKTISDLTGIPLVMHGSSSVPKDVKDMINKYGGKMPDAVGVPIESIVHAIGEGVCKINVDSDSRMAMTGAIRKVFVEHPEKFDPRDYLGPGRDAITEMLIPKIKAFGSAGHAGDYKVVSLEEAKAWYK
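40 nM FBPA preincubated 10 min at RT with compound (up to 57.5 uM final), then substrate plus GAPDH/TPI/NAD/arsenate coupling and diaphorase/resazurin added. Fluorescence read after 20 min at RT, 525/598 nm.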
Pf growth 96h = P. falciparum growth inhibition at 96 hours | P. falciparum luciferase reporter growth, 96 h | Potency, µM (doses to about 28.7 µM), for inactives: top-dose activity change, negative = inhibition, actives largely listed as inhibitors | 320,000 compounds, 6.9% hits | AID 504834; further: potency means the concentration at half of the fitted maximal effect; on the % scale 0 is the no-effect control and ±100 the full control effect
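Two-generation exposure (96 h) targets delayed-death phenotype. Reporter parasites carrying integrated firefly luciferase, in red cells at 2% hematocrit and 0.05% parasitemia final, kept at 37 C, 5% CO2; luminescence loss indicates inhibition.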
HCV inh = blocks hepatitis C virus. Huh7.5.1 HCVcc-Cre infection, luciferase reporter, 44 h. Potency, µM (top dose mostly 41.8 µM), for inactives: top-dose activity change, negative = inhibition, usual class: inhibitors. 340,000 compounds, 3.4% hits. AID 651820; further: potency means the concentration at half of the fitted maximal effect; on the % scale 0 is the no-effect control and ±100 the full control effect
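HCVcc-Cre virus at an moi near 0.5 was added right after compound to cells cultured 4 h from seeding (1,000 cells/well). Luciferase activity was determined 44 h later, 15 min after substrate addition at RT.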
Cycloheximide cs = counter-screen for Shiga toxin inhibitors: cycloheximide protein synthesis inhibition; cell reporter, cycloheximide protein synthesis inhibition counterscreen; max response, %; 300,000 compounds, 12% hits; AID 2314; in the data active means max response mostly above about 13%, no sharp cut-off; inactive means mostly below about 14%; further: read at 38.3 µM for the half of the compounds with a filed dose; 0% is about no effect
* marks the source's active call; other numbers are inactive results; ? = inconclusive; . = no result given; & = joins results of further samples; [ ] = remark or other dose. Unless noted, the call rests on the fitted dose curve; in most records, active means well fitted curve in the direction sought with a large enough effect; inconclusive means small, poorly fitted or top-dose-only effect, or another doubt; inactive means no such curve, though single readings can be large; an effect the other way counts as inactive or inconclusive.

SMILES	Shiga toxin inh	Pf growth 48h	FBPA Giardia inh	Pf growth 96h	HCV inh	Cycloheximide cs
CCOC(=O)[C@H]1[C@H]2COc3ccc(C)cc3[C@@H]2N2C(=O)c3ccccc3NC(=O)[C@@]12C	.	?	.	?	-21%	.
COc1ccccc1C(=O)NNC(=O)CCC(=O)NCc1ccccc1	-5	25%	-7%	31%[activator]	8%	1
COc1ccc(C/C(C)=N/NC(=O)c2ccc(Cl)cc2)cc1	37*	14%	-22%	-5%	12%	14*
O=C(Nc1ccc(Cl)c(Cl)c1)c1ccco1	50*	87%[activator]	-7%	-4%	?	48*
Cc1ccc(CCC(=O)Nc2cc(Cl)ccc2Cl)o1	9	8%	-5%	0%	-24%	-3
O=S1(=O)CCOC[C@H](CC2CCCCC2)N1Cc1cccc(Cl)c1	-1	119%[activator]	2%	12%	6%	-1
CCOC(=O)C1=C(O)C(=O)N(c2ccc(S(N)(=O)=O)cc2)C1c1ccc([N+](=O)[O-])cc1 (stereo unspecified)	-17	25%	3%	10%	13%	-3
O=C1CC(CC(=O)N/N=C/c2ccccc2[N+](=O)[O-])=NN1	-13	-9%	-11%	?	23%	-2
O=C(O)c1ccccc1C(=O)Nc1ccc(-n2nc(C(F)(F)F)cc2C(F)(F)F)cc1	17	38%[activator]	11%	13%	8%	-2
CCN(c1ccccc1)S(=O)(=O)c1ccc(OCc2c(C)noc2C)cc1	23	-6%	8%	1%	-20%	-2

Structural class, those above with an aryl methoxy group
SMILES	Shiga toxin inh	Pf growth 48h	FBPA Giardia inh	Pf growth 96h	HCV inh	Cycloheximide cs
COc1ccccc1C(=O)NNC(=O)CCC(=O)NCc1ccccc1	-5	25%	-7%	31%[activator]	8%	1
COc1ccc(C/C(C)=N/NC(=O)c2ccc(Cl)cc2)cc1	37*	14%	-22%	-5%	12%	14*

(more compounds)
SMILES	Shiga toxin inh	Pf growth 48h	FBPA Giardia inh	Pf growth 96h	HCV inh	Cycloheximide cs
CCn1c(=O)n(CC(=O)Nc2cc(OC)ccc2OC)c(=O)c2ccccc21	-13	11%	-3%	?	-10%	-3
O=C(OCC1CC(c2ccccn2)=NO1)c1ccc(Br)cc1 (stereo unspecified)	41	26%	2%	-2%	12%	56*
O=S(=O)(c1ccc(NC(=S)NC2CCCC2)cc1)N1CCCC1	14	-23%	0%	4%[5.75 µM]	-5%	2
CN(C)C(CNc1ncccn1)c1ccccc1 (stereo unspecified)	28	14%	5%	23%	20%	10
CCOC(=O)c1cnn(CCOC(=O)c2ccccc2)c1NC(=O)c1ccccc1	-10	-4%	7%	0%	-11%	14
O=C(Nc1ccc(C(=O)c2ccc(C(=O)O)c(C(=O)O)c2)cc1)c1ccccc1	-7	23%	-5%	-8%	-11%	1
Cc1cc(C)c(C2=NOC(O)(C(F)(F)F)C2)c(=O)[nH]1 (stereo unspecified)	3	12%	3%	.	-3%	-7
O=C1CCC(=O)N1c1ccc(NC2CCN(Cc3ccccc3)CC2)c([N+](=O)[O-])c1	20	24%	8%	12%	-1%	-3
CCCCNCc1ccc(SC)cc1	-10	2%	-2%	59%[activator]	-1%	1
COc1ccc(NC(=O)C(=O)NNC(=O)COc2ccc(Cl)cc2)c(OC)c1	22	-7%	5%	2%	-12%	7
CC(C)CN(C(=O)CN1CCN(S(=O)(=O)c2ccc3ccccc3c2)CC1)c1c(N)n(CC(C)C)c(=O)[nH]c1=O	-4	?	3%	?	5%	-4
Cc1cc(Br)ccc1-n1[nH]c(C)c(C=Nc2cccc3nsnc23)c1=O	-6	8%	?	20%	?	-1
CC(=O)c1c(N=CN(C)C)nc(C)nc1-c1ccccc1	-11	33%[activator]	-20%	?	6%	1
CCN(CC)S(=O)(=O)c1ccc(C)c(NC(=O)CNc2cccc(S(=O)(=O)N3CCOCC3)c2)c1	.	?	.	?	?	.
COCCn1c(SCC(=O)Nc2ccc(NC(C)=O)cc2)nc2ccccc2c1=O	-4	-6%	7%	?	-14%	-2
COc1ccc(OC)c(CCNC(=O)C(=O)Nc2ccc3nc4n(c(=O)c3c2)CCCCC4)c1	28	4.1µM*	-8%	4%	?	6
CCS(=O)(=O)n1nc(C(=O)N2CCOCC2)nc1N	8	5%	0%	108%[activator]	-10%&12%	-3
COc1ccc(OC)c(S(=O)(=O)N2CCC3(CC2)OCCN3S(=O)(=O)c2ccccc2)c1	.	?	.	?	-4%	.
S=c1[nH]nc(-c2ccccn2)n1/N=C/c1ccco1	3	2%	20µM*	22%	-23%	-3
CCS(=O)(=O)N1CCN(Cc2ccncc2)CC1	2	2%	14µM*	8%	14%	-2
CCCNC(=O)CN(CCc1ccccc1)S(C)(=O)=O	-6	13%	6%	.	8%	-3
COc1ccc(Cl)cc1C(=O)Nc1ccc(CN2CCCCC2)cc1	-3	?	9%	49%[activator]	-15%	-3
O=C(OCCN1C(=O)c2ccccc2C1=O)c1cc(=O)[nH]c2ccccc12	-26	23%	-6%	.	9%	5
Cc1ccc(S(=O)(=O)N2CCC(C(=O)OCC(=O)N(C)Cc3ccccc3)CC2)cc1C	.	10%	.	18%	19%	.
CC(=O)N=c1sc(S(N)(=O)=O)nn1C	18	-3%	-13%	-7%	-2%[8.37 µM]	-1
O=C(NCCN1CCOC1=O)C1CCC(=O)N(CCc2ccc(Cl)cc2)C1 (stereo unspecified)	-4	17%	5%	-21%	.	-4
Cc1cc(C)n(CC(O)Cn2c3ccc(Br)cc3c3cc(Br)ccc32)c(=O)n1 (stereo unspecified)	-15	.	1%	?	?	-2
COC(=O)c1[nH]c2cccc(C)c2c1NC(=O)CN1CCN(c2ccccc2OC)CC1	-7	?	2%	-24%	-17%	-5
CCn1c(=O)c(C(=O)CN2CCN(Cc3ccc4c(c3)OCO4)CC2)c(N)n(Cc2ccccc2)c1=O	-14	?	5%	?	-9%	1
CCOC(=O)c1cc(CC)sc1NC(=O)c1cc(OC)c(OC)c(OC)c1	-5	.	-6%	10%	?	-1
CC(C)CC(NC(=O)C(CC(C)C)NC(=O)C(Cc1ccc(OCc2ccccc2)cc1)NC(=O)OC(C)(C)C)C(N)=O (stereo unspecified)	21	10%	3%	-28%	3%	-4
CCCC(CCC)C(=O)Nc1ccncc1	12	?	6%	?	1%	4
COCCNC(=O)c1cccc(OC2CCN(Cc3ccc(F)cc3OC)CC2)c1	1	0%	-3%	71%[activator]	-18%	1
CC(/C=N/NC(=O)c1ccco1)=C\c1ccccc1	89*	54%[activator]	2%	42%[activator]	14%	24*
CN1CCN(c2nc(-c3cccs3)cc(C(F)(F)F)n2)CC1	-13	?	-27%	21%	2.8µM*	-4
Cc1nc(SCC(=O)NCc2ccc(F)cc2)c2c(=O)n(C)c(=O)n(C)c2n1	12	45%[activator]	-2%	8%	?	-2
O=C(O)CCc1ccc(-c2ccc(Br)cc2)n1CC(=O)O	-7	12%	25%	-10%	-3%	-1
COc1ccccc1NC(=O)c1ccc(NC(=O)CSc2ncccn2)cc1	17	-11%	3%	-21%	-27%	21
COc1ccc(CN2C(=O)c3ccccc3C2=O)cc1C(=O)N(C)CC(=O)Nc1c(C)cccc1C	.	?	.	6%	-22%	.
CCOC(=O)C1CCCN(C(=O)c2sc3nc(-c4ccccc4)cn3c2C)C1 (stereo unspecified)	-6	-28%	6%	21%	4%	1
CCOc1ccc(N(Cc2cc3ccc(C)cc3[nH]c2=O)S(=O)(=O)c2ccccc2)cc1	-4	?	-11%	?	?	1
COc1c(Cl)cc(C(=O)NCc2ccco2)cc1Cl	3	62%[activator]	-6%	?	-13%	-2
Cc1ccccc1NS(=O)(=O)c1ccc(C(=O)NCC(c2ccccc2)N(C)C)cc1 (stereo unspecified)	-15	?	.	?	-21%	-4
O=C(Cn1c(O)c(/C=C2\C=Nc3ccc(Br)cc32)sc1=O)N1CCCC1	14	.	-5%	12µM*	?	-1
Cc1nc(SCC(=O)NCC2CCCO2)c2c3c(sc2n1)CCCC3 (stereo unspecified)	1	-10%	?	8%	-28%	-4
CCCOCn1cc(F)c(=O)[nH]c1=O	-9	?	-2%	5.2µM*	34%[activator]	4
COc1c(C)cc(C(=O)C2CCCN(S(=O)(=O)N(C)C)C2)cc1C (stereo unspecified)	.	-15%	14%	2.9µM*	8%	4
Cc1ccc(/C=C(\NC(=O)c2ccccc2)C(=O)OCc2ccccc2)cc1	-8	18%	14%	2%	-23%	-2
CCN1C(=O)N[C@H](c2ccc(Br)cc2)C(C(C)=O)=C1C	-1	-23%	-1%&-15%	?	5%	0
Cc1nc2ncnn2c(N2CCN(C(=O)c3cccc(F)c3)CC2)c1Cc1ccccc1	-27	?	5%	?	7%	-2

Ordered by SMILES length (high to low): 3 of the compounds above
SMILES	Shiga toxin inh	Pf growth 48h	FBPA Giardia inh	Pf growth 96h	HCV inh	Cycloheximide cs
CCOc1ccc(N(Cc2cc3ccc(C)cc3[nH]c2=O)S(=O)(=O)c2ccccc2)cc1	-4	?	-11%	?	?	1
Cc1nc2ncnn2c(N2CCN(C(=O)c3cccc(F)c3)CC2)c1Cc1ccccc1	-27	?	5%	?	7%	-2
Cc1nc(SCC(=O)NCC2CCCO2)c2c3c(sc2n1)CCCC3 (stereo unspecified)	1	-10%	?	8%	-28%	-4

Part of the list above, reduced to HCV inh and Pf growth 96h:
smiles,HCV inh,Pf growth 96h
Cc1nc2ncnn2c(N2CCN(C(=O)c3cccc(F)c3)CC2)c1Cc1ccccc1,7%,?
COc1c(C)cc(C(=O)C2CCCN(S(=O)(=O)N(C)C)C2)cc1C (stereo unspecified),8%,2.9µM*

New compounds follow.
SMILES	Shiga toxin inh	Pf growth 48h	FBPA Giardia inh	Pf growth 96h	HCV inh	Cycloheximide cs
NC(=O)C1CCN(C(=O)c2ccc(Cl)c(S(=O)(=O)NCc3ccco3)c2)CC1	.	-23%	.	-24%	5%	.
COc1ccccc1C(=O)COC(=O)c1nc(Cl)ccc1Cl	.	-8%	.	-14%	18%	.
COc1cc(/C=N/NC(=O)C(Cc2c[nH]c3ccccc23)NC(=O)OCC(C)C)cc([N+](=O)[O-])c1OCc1ccccc1 (stereo unspecified)	19	?	-15%	?	2%	10
Cc1cccc2cc(C3CC(c4ccco4)=NN3S(=O)(=O)c3ccccc3)c(Cl)nc12 (stereo unspecified)	86*	?	3%	?	?	36*
O=C(NC(Cc1ccccc1)C(=O)O)c1ccccc1 (stereo unspecified)	2	57%[activator]	14%	?	4%	4
COC(=O)Cn1c(C(=O)N2CCCC2)cc2c1C[C@H]1CN(C(=O)c3ccccc3)[C@@](Cc3ccc(F)cc3)(C(=O)OC)[C@@H]21	-10	5.2µM*	1%&-1%	8.3µM*	2%[8.37 µM]	-2
COc1cc(/C=N/NC(=O)C(N)=O)ccc1OC(=O)c1cccs1	-8	61%[activator]	1%	28%	-8%	-2
Cc1cccc(NC(=O)Nc2cccnc2)c1C	28	4%	.	11%	20%	0
O=C(CCc1n[nH]c(=O)[nH]c1=O)N/N=C/c1ccco1	-5	29%	-6%	5%	5%	15
COCCn1c(N)c(C(=O)Nc2sc3c(c2C(=O)OC)CCCC3)c2nc3ccccc3nc21	15	?	-9%	5%	12%&9%	1
COc1cccc(C2Nc3c(F)cc(Br)cc3C3C=CCC32)c1OC (stereo unspecified)	-18	9.3µM*	3%	12µM*	-8%	-6
Nc1nc(-c2ccc3c(c2)CCO3)cs1	98*	124%[activator]	-3%	?	-9%	38*
COC(=O)CSc1nnc(-c2ccccc2OC)o1	-6	-7%	6%	.	14%	9
CC(C)C(NC(=O)c1ccc2c(c1)OCO2)C(=O)N/N=C/c1cccs1 (stereo unspecified)	-11	1%	11%	?	-2%	-6
Cc1cc(C)n(CC(=O)O)c(=O)c1[N+](=O)[O-]	16	8%	7.9µM*	49%[5.75 µM]	?	4
Cc1cccc(NC(=S)Nn2cnnc2)c1C	2	30%	7.9µM*	?	3%	38*
CC1CCC(NC(=O)c2cc3c(s2)CCCC3)CC1 (stereo unspecified)	.	6%	.	57%[activator]	?	.

From PubChem BioAssay
